HMGR II inh: E. faecalis class II HMG-CoA reductase inhibition. purified E. faecalis HMGR, NADPH absorbance 340 nm kinetic. inhibition, % at 10 µM. hit rate 0.41% among 190,000. AID 1066;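 active means inhibition above a set limit, the median over all tested compounds plus 3 SD, cut at about 9.5% in these data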;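 further: enzyme runs in reverse so mevalonate oxidation gives rising NADPH absorbance; 0% = complete reaction with DMSO and 100% = background rate lacking mevalonate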
APP 5UTR inh: APP translation inhibition; SH-SY5Y APP 5'UTR-luciferase reporter, luminescence; hit rate 0.82% among 190,000; inhibition, % at 2 µM;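 active means inhibition above a set limit, derived from the sample mean plus 3 SD, cut at about 45% in these data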; further: values of inactives mirror those of a sister screen read the other way
Hsp70 act: switches on Hsp70 transcription; AID 1203; HeLa Hsp70 promoter luciferase reporter, luminescence; scaled: vehicle 0, proteasome-inhibitor control 100%; activation, % at 10 µM; hit rate 0.04% among 200,000;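 active means activation above the mean across all tested compounds plus 3 SD, cutoff set per campaign, cut at about 5.5% in these data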;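 further: 100% = MG132 at 30 µM as the positive control and 0% = DMSO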
FLuc stim CS: firefly luciferase counter-screen for stimulation assays; P08659; ATPlite luciferase biochemical, luminescence, 10 min; 0 = ATP-free wells, 1 = DMSO control; activation factor at 10 µM; 200,000 tested, under 10 active;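 active means luciferase activation factor, scaled between plate controls, of at least 2 with compound at 10 µM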
Target sequence (P08659 whole entry, looked up): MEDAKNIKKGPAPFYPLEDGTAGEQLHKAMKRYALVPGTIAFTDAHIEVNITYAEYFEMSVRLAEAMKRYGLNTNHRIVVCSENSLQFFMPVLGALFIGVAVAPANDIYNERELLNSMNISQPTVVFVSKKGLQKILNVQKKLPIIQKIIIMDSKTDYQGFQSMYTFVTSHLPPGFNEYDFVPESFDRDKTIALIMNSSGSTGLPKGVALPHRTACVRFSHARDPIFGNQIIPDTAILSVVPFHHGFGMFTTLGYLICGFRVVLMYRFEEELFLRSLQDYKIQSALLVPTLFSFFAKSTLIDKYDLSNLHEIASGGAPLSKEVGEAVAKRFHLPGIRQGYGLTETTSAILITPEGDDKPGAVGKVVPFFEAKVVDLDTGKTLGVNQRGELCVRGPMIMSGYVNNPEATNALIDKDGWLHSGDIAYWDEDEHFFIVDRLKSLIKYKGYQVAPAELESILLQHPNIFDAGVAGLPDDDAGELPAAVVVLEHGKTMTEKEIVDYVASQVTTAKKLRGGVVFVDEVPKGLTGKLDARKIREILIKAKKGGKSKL
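Assay system: Luciferase/luciferin detection reagent, cell-free biochemical luciferase assay / Read-out: luciferase activation / Benchmarks: No-ATP low control, compound-free enzyme-plus-ATP high control / Medium: PBS buffer for ATP / Detection: luminescence measurement of luciferase light output / Schedule: 10 min at ambient temperature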
FLuc inh counter: Photinus pyralis luciferase inhibition counter-screen; P08659; ATPLite firefly luciferase biochemical luminescence, 10 min; inhibition, % at 10 µM; hit rate 1.5% among 200,000;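 active means inhibition above about 50% when tested at 10 µM, limit read from the data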
DTT redox prof: compounds producing H2O2 with reducing agent – biochemical, NIH compound library profiling, artefact control for MLSCN library redox annotation, primary screen; hit rate 0.03% among 200,000; activation, % at 10 µM; DTT-dependent redox cycling H2O2, phenol red/HRP absorbance; 100% = 100 µM peroxide control, 0% = buffer; AID 878;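 active means activation of at least 50% relative to the plate's high and low controls in the primary single-dose screen; inactive means activation below 50%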;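 further: compound incubated with DTT at 0.8 mM final as the reducing agent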
STAT1 act: increases IFN-gamma driven STAT1 reporter signal; NIH 3T3 STAT1-luciferase reporter, luminescence; 100% = IFN-gamma alone, no compound; activation (% of control), % at 5.5 µM; hit rate 2.6% among 200,000; AID 932;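 active means activation above the screen-wide mean activation plus 3 SD, cut at about 130% in these data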;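 further: raw ratio to IFN-gamma control signal so 100% means no change and 0% no light; values of inactives mirror those of a sister screen read the other way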
NF-kB expr up: raises NF-kB expression in human neuronal cells | fold change at 12.5 µM | NF-kB reporter expression; stronger effect = higher value | hit rate 1.6% among 190,000; in the data active means fold change above about 3.3
APP 5'UTR act: activates APP 5'UTR luciferase reporter; activation, % at 2 µM; hit rate 1% among 190,000; SH-SY5Y APP 5'UTR luciferase reporter, luminescence; zero percent = DMSO vehicle wells;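 active means activation above a set limit, based on mean plus 3 SD of controls, cut at about 140% in these data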; further: values of inactives mirror those of a sister screen read the other way
G6PDH CS: L. mesenteroides G6PDH inhibition counter-screen. Purified L. mesenteroides G6PDH, diaphorase/resazurin coupled fluorescence, 45 min. inhibition, % at 5 µM. hit rate 0.12% among 200,000. AID 1020; in the data active means inhibition above about 50%
* = called active by the depositor; x = not tested or not shown.

SMILES	HMGR II inh	APP 5UTR inh	Hsp70 act	FLuc stim CS	FLuc inh counter	DTT redox prof	STAT1 act	NF-kB expr up	APP 5'UTR act	G6PDH CS
COc1ccc(-n2c(O)c(C=NCCCn3ccnc3)c(=O)[nH]c2=O)cc1	-8	2	-0.1	1.1	-5	-15	94	1.3	-2	7
COc1ccc(-n2c(O)c(C=Nc3c(C)n(C)n(-c4ccccc4)c3=O)c(=O)[nH]c2=O)cc1	-5	-10	-0.3	1.1	-6	-4.0	100	1.3	10	5
O=C1CC(=O)N(c2ccc3c(c2)OCO3)C(=O)N1	-1	-15	-0.3	1	-2	0.2	90	1.1	15	1
OC(Cc1ccccc1)(c1ccccc1)C1CN2CCC1CC2 (stereo not drawn)	-2	-10	-0.1	1	-2	-1.0	96	0.99	10	2
CC(C)NC(C)C(=O)c1ccc2ccccc2c1 (stereo not drawn)	2	-12	-0.2	1	0	-0.8	102	1.1	12	8
O=C(CCc1nc(-c2ccccc2F)no1)N1CCC2(CC1)OCCO2	-3	-27	0.1	1	-4	0.4	102	1.2	27	2
O=c1[nH]c(=O)n(Cc2ccccc2Cl)c(O)c1C=Nc1ccc(F)cc1	-6	1	-0.4	1.1	-5	-0.9	103	1.3	-1	0
O=P1(NC2CCCC2)COc2ccccc2OC1	0	-3	-0.2	1	4	1.3	94	1	3	34
CC(C)COP(=O)(OCC(C)C)C(O)c1cccnc1 (stereo not drawn)	-3	1	-0.2	1	-4	-0.4	106	1.1	-1	8
CCOC(=O)C(NC(=O)C(Cc1ccc(N(CCCl)CCCl)cc1)NC(C)=O)C(C)C (stereo not drawn)	-2	8	-0.4	1	1	0.2	101	0.99	-8	0

Some entries already given, limited to FLuc inh counter, NF-kB expr up and HMGR II inh:
canonical_smiles,FLuc inh counter,NF-kB expr up,HMGR II inh
COc1ccc(-n2c(O)c(C=Nc3c(C)n(C)n(-c4ccccc4)c3=O)c(=O)[nH]c2=O)cc1,-6,1.3,-5
O=C1CC(=O)N(c2ccc3c(c2)OCO3)C(=O)N1,-2,1.1,-1

(next part)
SMILES	HMGR II inh	APP 5UTR inh	Hsp70 act	FLuc stim CS	FLuc inh counter	DTT redox prof	STAT1 act	NF-kB expr up	APP 5'UTR act	G6PDH CS
CC(C)c1cccc(C(C)C)c1OCCn1ccnc1	-1	1	0.5	1.1	-7	-3.4	87	0.97	-1	1
COc1ccc(Cn2c(O)c(C=NCCCn3ccnc3)c(=O)[nH]c2=O)cc1	-1	-2	-0.2	1.1	-8	-0.1	105	1	2	4
Cc1c(C=O)c2ccccc2n1Cc1ccc([N+](=O)[O-])cc1	2	12	-0.3	1.1	-7	0.2	90	0.88	-12	1
COc1ccc(-n2c(=O)[nH]c3ccccc3c2=O)cc1	-8	-7	0.2	1	3	1.4	99	1.1	7	0
CCOc1ccc(-n2c(O)c(C=NCCN(CC)CC)c(=O)[nH]c2=O)cc1	-7	-8	-0.4	1	-4	4.6	98	0.9	8	-3
Cc1cccc(CS(=O)(=O)Cc2ccc(C(=O)N3CCC4(CC3)OCCO4)o2)c1	-1	5	-0.3	1	-2	-2.7	91	0.97	-5	19
O=C(COc1ccc(Cl)cc1)N1CCN(C/C=C/c2ccccc2)CC1	0	0	-0.2	1	-4	-0.2	96	0.82	0	2
Cc1cc(N2CCCCC2)ccc1C=C1C(=O)N(C)C(=S)N(C)C1=O	-5	-12	-0.6	1	2	0.1	93	1	12	1
O=C(CSC1c2ccccc2-c2ccccc21)N/N=C/c1ccc(C(=O)O)cc1	-5	-4	0.0	1	-2	0.1	100	1	4	7
COc1cccc(NC(=O)N2CCC3(CC2)OCCO3)c1	-3	-7	-0.2	0.8	19	0.4	106	1.3	7	13
CN1CCN(CC(=O)Nc2ccc(Cl)cc2C(=O)c2ccccc2)CC1	-1	-10	-0.3	1.1	-7	1.0	97	1.4	9	-5
COc1ccc(CC(=O)N2CCN(C)CC2)cc1	0	4	-0.5	1	-3	0.4	100	1.1	-4	1
O=C(c1ccc(Cl)cc1)C12CN3CN(CN(C3)C1)C2	0	-2	-0.1	1.1	-5	1.3	95	0.94	2	16
CC(=O)N1CCC2(CC1)CC(=O)c1cc(OCC(=O)N3CCN(C)CC3)ccc1O2	-4	x	-0.3	1	-3	3.3	96	1.1	x	1
O=c1cccc2n1CC1CC2CN(Cc2ccc3c(c2)OCO3)C1 (stereo not drawn)	x	2	-0.3	1.1	-6	-0.7	107	x	-2	3
O=C(c1cc2nc(-c3ccccc3)cc(-c3ccccc3)n2n1)N1CCC2(CC1)OCCO2	-1	-6	-0.3	1	-4	1.3	102	0.55	7	-18
CCn1cc(C(=O)N2CCCCC2)c2ccccc21	-4	-18	-0.2	1	-2	-1.4	94	1.3	18	15
COc1ccc(C(c2c(O)c3ccccc3oc2=O)c2c(C)n(C)n(-c3ccccc3)c2=O)cc1 (stereo not drawn)	3	3	0.0	1	-2	-0.5	96	1.2	-3	1
CCCCn1c(O)c(C(CC)=Nc2ccc(OCC)cc2)c(=O)[nH]c1=O	-3	-5	-0.5	1.1	-6	-0.6	98	1	5	0
Cc1cccc2c1N(N=O)CCC2	-2	3	-0.2	1	-4	-0.7	101	1.2	-3	8

Record cards, from the list above. Order of screens: HMGR II inh, APP 5UTR inh, Hsp70 act, FLuc stim CS, FLuc inh counter, DTT redox prof, STAT1 act, NF-kB expr up, APP 5'UTR act, G6PDH CS
Cc1cccc2c1N(N=O)CCC2 reads -2, 3, -0.2, 1, -4, -0.7, 101, 1.2, -3, 8
O=c1cccc2n1CC1CC2CN(Cc2ccc3c(c2)OCO3)C1 (stereo not drawn) reads x, 2, -0.3, 1.1, -6, -0.7, 107, x, -2, 3

Next part
SMILES	HMGR II inh	APP 5UTR inh	Hsp70 act	FLuc stim CS	FLuc inh counter	DTT redox prof	STAT1 act	NF-kB expr up	APP 5'UTR act	G6PDH CS
CC(=O)N(C1=NCCCS1)c1ccc(Cl)cc1	0	-6	-0.4	1	-3	-1.9	99	1	6	10
COc1cccc(C(=O)C2CCCN(Cc3ccc4nsnc4c3)C2)c1 (stereo not drawn)	-9	-24	0.0	1	-3	1.1	96	0.97	24	13
CCCCC1(CN2CCCC2=O)C(=O)NC(=O)NC1=O	-2	8	-0.2	1	0	1.9	103	1.2	-8	4
O=C1NC(=O)C2(C(=O)N1)C(c1ccc(F)cc1)NC(=S)NC2c1ccc(F)cc1 (stereo not drawn)	0	-7	-0.1	1.1	-11	-0.1	99	1	7	-3
Cc1ccc(/C=C2\C(=O)NC(=O)N(CCc3ccc(F)cc3)C2=O)o1	-1	-7	0.1	1.1	-7	0.3	102	1.2	7	-18
CCC[N+]12CCC(CC1)C(=C(c1ccccc1)c1ccccc1)C2	-1	18	-0.2	1	-4	-0.2	102	0.63	-18	4
CCOCCN1CCC(OC(C)=O)C(C)C1 (stereo not drawn)	4	-2	-0.2	1.1	-8	0.0	99	0.91	2	8
CCOC(=O)c1c(/N=C/C2C(=O)NC(=S)NC2=O)sc2c1CCC2	1	0	-0.4	1	-4	0.2	103	1.3	0	-5
CC(C)n1nnnc1CN1CCN(C)CC1	-4	0	0.1	1.1	-7	1.9	109	1.2	0	5
Nc1ccccc1C(=O)OCCOc1ccccc1	3	-182	-0.2	0.9	15	2.3	109	6.7*	182*	4
O=[N+]([O-])c1ccc(N2CCNCC2)cc1NC1CC1	-7	-7	0.1	1	0	2.0	102	1.3	7	15
Cc1cc(OC(=O)c2ccco2)c2c3c(c(=O)oc2c1)CCCC3	-4	5	-0.3	1.1	-8	2.5	100	0.99	-5	-4
COP(=O)(CC(=O)O)c1ccccc1 (stereo not drawn)	-2	7	0.0	1.1	-7	0.0	96	1.2	-7	4
Nc1nonc1C(=O)N/N=C/c1ccc([N+](=O)[O-])o1	2	-14	0.1	1	2	0.1	108	1	14	18
COc1ccc(/C=N/N=C(/N)N[N+](=O)[O-])c(OC)c1	-6	-12	-0.3	1	-3	-3.9	121	1.9	12	1
CCN(c1ccc(C(O)(C(=O)OC)C(F)(F)F)cc1)S(=O)(=O)c1ccccc1 (stereo not drawn)	-1	-17	-0.1	1	-2	-1.2	98	1.3	17	4
O=C(Cn1nc(-c2ccccc2)ccc1=O)N1CCC2(CC1)OCCO2	-5	4	0.1	1	-4	0.1	96	1.2	-4	3
CCCCCP(=O)(O)c1ccccc1	-11	3	-0.4	1	-2	2.4	96	1.8	-3	3
CCOC(=O)[C@@]1(C#N)C(c2ccc(Cl)c(Cl)c2)[C@H](C(N)=O)N2C=C(C(C)=O)C=C[C@H]21 (stereo partly drawn)	-3	-9	-0.1	1.1	-12	15	107	1.2	9	-1
COCCOC(=O)C1=C(N)Oc2c(c(=O)oc3ccccc23)C1c1ccncc1 (stereo not drawn)	0	6	-0.1	1	-1	2.1	112	1.4	-6	-23
Nc1nc(SCCC(F)=C(F)F)n[nH]1	3	6	-0.4	1.1	-8	0.0	105	1.2	-6	8
O=C(c1ccccc1F)c1cn(CC(=O)N2CCCCC2)c2ccccc12	-2	6	0.0	1	-4	0.0	101	0.84	-6	4
O=c1[nH]c(=O)n(Cc2ccccc2)c(O)c1C=NCCCO	2	2	-0.2	1	-1	1.5	99	1	-3	-11
CCC(=NCc1cc(OC)cc(OC)c1)c1c(O)n(C)c(=O)n(C)c1=O	-4	1	-0.3	1	-1	-1.7	87	0.33	-1	2
CCOP(=O)(C#CC(C)(C)C)C(O)(c1ccccc1)C(F)(F)F (stereo not drawn)	0	4	-0.4	0.9	5	2.3	97	1.1	-4	1
O=C1Nc2ccc(Br)cc2C(c2ccccc2Cl)=NC1O (stereo not drawn)	-2	15	-0.2	1.1	-12	-0.9	100	1.1	-15	5
CN1CCN(c2nc3ccccn3c(=O)c2C=C2C(=O)N(C)C(=O)N(C)C2=O)CC1	-6	2	-0.4	1	-4	0.4	90	0.97	-2	-5
Cc1cc(=O)[nH]c(SCc2nc3ccccc3c(=O)n2-c2ccccc2C)n1	-9	-7	-0.2	1	-3	-0.2	75	1.1	7	5
CNC(=O)Oc1ccc2c(c1)C(=O)c1ccccc1CO2	-9	-4	0.0	0.6	40	0.3	86	1	3	8
O=C(O)CCn1cc(C=C2C(=O)NC(=S)NC2=O)c(-c2cccc(Cl)c2)n1	3	10	-0.2	1	2	-0.8	102	1.1	-10	13
CN(C(=O)Oc1cccc2cccnc12)c1ccccc1	-5	0	-0.2	1	-4	2.0	93	0.93	-1	4
CN1C(=O)C(=Cc2ccc(SC3CCCCC3)o2)C(=O)N(C)C1=O	-6	6	1.4	1	1	-0.5	100	1.1	-6	3
Cn1c(=O)c2c(nc(N/N=C/c3c(O)n(-c4ccccc4)c(=S)[nH]c3=O)n2C)n(C)c1=O	-6	3	-0.4	1	1	0.1	107	1	-3	-18
Cc1cccc(N2C(=O)NC(=O)/C(=C\c3ccc4c(c3)CCCN4Cc3ccccc3)C2=O)c1	-5	14	-0.2	1.1	-8	-0.6	97	1.1	-14	-4
CC(C)C[C@H](NC(=O)[C@@H]1CCCN1C(=O)[C@@H](N)Cc1ccc(O)cc1)C(=O)NCC(N)=O	18*	11	-0.2	1	-3	0.6	113	0.97	-11	16
O=c1[nH]c(=S)n(-c2ccccc2F)c(O)c1C=NCc1ccco1	0	6	-0.1	1	-2	-0.4	103	1.2	-6	3
CC(=O)C1(c2ccccc2)CCNCC1	-5	9	0.2	1	1	4.1	104	1.3	-9	-3
Cc1cccnc1-n1c(CN2C(=O)c3ccccc3C2=O)nc2ccccc2c1=O	-2	-19	-0.3	1	-2	1.1	99	0.98	19	4
O=C(COc1ccc(Cl)cc1Cl)N1CCN(C/C=C/c2ccccc2)CC1	-5	15	-0.3	1	-4	0.1	97	0.73	-15	0

Bioassay records (PubChem BioAssay)

The list is partial, so the mix of outcomes need not match the whole.
